FBW7 activator: activators of human E3 ligase FBW7 | AlphaScreen FBW7–phospho-cyclin E peptide binding, activator screen | normalized activity (activation), % at 26.1 µM | 650,000 compounds, 0.13% hits; in the data active = normalized activity above about 1.9%;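 note: purified mutant Fbw7 with reduced substrate affinity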
MITF primary: blocks human microphthalmia-associated transcription factor. AID 1259374. inhibition, % at 2.6 µM. 650,000 compounds, 0.91% hits. AlphaScreen MITF homodimerization, bead proximity signal; in the data active = inhibition above about 50%;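 note: 0% = vehicle wells with protein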
Target sequence (O75030 whole entry, looked up): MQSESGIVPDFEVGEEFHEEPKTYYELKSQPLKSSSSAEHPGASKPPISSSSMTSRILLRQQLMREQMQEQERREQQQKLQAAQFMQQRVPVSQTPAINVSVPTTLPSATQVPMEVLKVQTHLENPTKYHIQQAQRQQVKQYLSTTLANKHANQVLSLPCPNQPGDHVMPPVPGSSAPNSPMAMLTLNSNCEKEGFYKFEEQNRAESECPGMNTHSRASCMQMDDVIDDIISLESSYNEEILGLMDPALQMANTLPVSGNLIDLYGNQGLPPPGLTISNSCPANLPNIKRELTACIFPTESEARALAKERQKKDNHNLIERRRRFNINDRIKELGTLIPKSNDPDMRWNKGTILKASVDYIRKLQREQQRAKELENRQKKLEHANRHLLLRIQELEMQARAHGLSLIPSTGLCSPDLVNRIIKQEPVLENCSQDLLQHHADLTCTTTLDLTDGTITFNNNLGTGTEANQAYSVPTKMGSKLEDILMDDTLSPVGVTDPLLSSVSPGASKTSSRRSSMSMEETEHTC
GPR151 activ: activators of human GPR151; 650,000 compounds, 1% hits; PathHunter beta-arrestin GPR151 cells, luminescence; AID 1508602; Q8TDV0; activation, % at 11.2 µM; in the data active = activation above about 4.9%;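 note: 0% = median of compound wells and 100% = cells with positive control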
Target sequence (Q8TDV0 whole entry, looked up): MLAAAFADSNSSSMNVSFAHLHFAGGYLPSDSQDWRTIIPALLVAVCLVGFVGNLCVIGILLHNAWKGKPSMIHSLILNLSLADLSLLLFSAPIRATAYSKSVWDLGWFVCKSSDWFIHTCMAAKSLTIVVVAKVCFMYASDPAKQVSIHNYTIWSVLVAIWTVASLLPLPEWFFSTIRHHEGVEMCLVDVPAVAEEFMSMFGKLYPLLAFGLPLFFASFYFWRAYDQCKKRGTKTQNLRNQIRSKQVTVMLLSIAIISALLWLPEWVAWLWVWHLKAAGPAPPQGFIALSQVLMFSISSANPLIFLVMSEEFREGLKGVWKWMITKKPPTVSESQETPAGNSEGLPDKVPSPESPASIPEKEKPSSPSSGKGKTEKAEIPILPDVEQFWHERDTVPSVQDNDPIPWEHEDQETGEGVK
TEAD-YAP block: TEAD-YAP interaction inhibition. HEK-TIYL cells, TEAD-Gal4/YAP UAS-luciferase luminescence. 640,000 compounds, 1.4% hits. inhibition, % at 9.12 µM; in the data active = inhibition above about 32%;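 note: 0% = median of test compound wells and 100% = reference inhibitor wells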
* = called active by the depositor; x = no result given; & = joins results of further samples.

SMILES,TEAD-YAP block,MITF primary,FBW7 activator,GPR151 activ
O=C1CCC(CCNCc2ccccc2)N1CC(c1cccnc1)N1CCOCC1 (configuration not stated),6,2,0.0,0.1
C=CCN1CCN(Cc2nnnn2CCc2ccc(OC)c(OC)c2)CC1,-26,3,0.1,-1.5
Cn1c(COc2cccc3ccccc23)nnc1SCCN1CCCC1,4,-2,-0.1,1.3
COCc1cc(C)nc(N2CCCCC2)c1C#N,-6,1,-0.1,-0.3
COc1ccc(C2=NN(C(=O)CN3CCOCC3)C(c3cccc(OC)c3OC)C2)cc1 (configuration not stated),4,5,0.0,0.0
O=C(CSc1nc2ccccc2c(=O)n1CCC(=O)N1CCN(c2ccccc2)CC1)NCc1ccco1,5,23,0.2,0.2
Cc1onc(-c2ccccc2)c1C(=O)NC(=S)NNC(=O)c1cccs1,-26,-2,0.2,-1.1
O=C(Oc1coc(CSc2ncccn2)cc1=O)c1cc([N+](=O)[O-])ccc1Cl,-4,-2,-0.1,-0.7
CCOc1ccc(N2C(=O)Cc3ccccc3C2=O)c([N+](=O)[O-])c1,4,1,0.1,-1.0
CC(NC(=O)c1ccco1)c1nc(-c2ccc(Cl)cc2)n[nH]1 (configuration not stated),1,-1,-0.1,0.4
COc1ccc(-c2nnc(SCCOc3ccccc3C(C)=O)o2)cc1,16,6,0.1,-0.9
Cn1c(SCC(=O)NC(C)(C)C)nc2cccnc21,15,8,0.0,-0.6
Cc1ccc(CSc2nnc(CN3CCOCC3)n2C)cc1,-4,3,-0.4,-0.2
CCCCNS(=O)(=O)c1ccc(SC)cc1,9,16,0.4,-1.6
O=C(COc1cc(C(F)(F)F)cc(C(F)(F)F)c1)N1CCOCC1,3,1,0.0,0.1

SMILES,TEAD-YAP block,MITF primary,FBW7 activator,GPR151 activ
COc1ccccc1NC(=O)Cn1cnc2c1c(=O)n(C)c(=O)n2C,-4,3,0.0,0.2
C/C(N)=C(/C#N)C(=O)Cn1nnc(-c2ccccc2C)n1,0,-6,-0.1,-0.5
COCCNC(=O)CN(c1cccc([N+](=O)[O-])c1)S(C)(=O)=O,4,24,-0.1,-2.1
COc1cc(/C=C2\C(=O)NC(=O)N(Cc3ccccc3)C2=O)ccc1O,13,3,0.0,0.1
COc1ccc(NC(=O)C(c2ccccc2)N(C)C(=O)/C=C\c2ccc3c(c2)OCO3)cc1 (configuration not stated),4,1,-0.1,-0.8
CC(Cc1nnc(SCC(=O)NC23CC4CC(CC(C4)C2)C3)n1N)c1ccccc1 (configuration not stated),4,-2,-0.2,-0.8
CC(C)CC(=O)Nc1ccc(C(=O)COC(=O)CNC(=O)c2cccc(F)c2)cc1,0,18,-0.1,0.5
Cc1ccc(COC(=O)Nc2ccc(-c3cn[nH]c3)cc2)cc1,-6,40,0.1,1.3
C=CCOC(=O)C1=C(C)NC(C)=C(C(=O)OCC=C)C1c1cn(-c2ccccc2)nc1-c1ccc(OC)c(Cl)c1,3,-4,0.7,-0.9
CC1CCCC(NS(=O)(=O)c2ccc(F)c(C(=O)Nc3ccc(F)c(Cl)c3)c2)C1C (configuration not stated),9,17,0.1,-0.8
Clc1cc(Br)ccc1OCc1nc(-c2ccccc2)no1,-36,7,0.3,-2.0
N#Cc1ccc(-c2ccnc(Nc3ccc(S(N)(=O)=O)cc3)n2)cc1,-11,-3,-0.2,-1.4
CC1CCCCC1NC(=O)Cn1cc2c(n1)CCCCC2 (configuration not stated),6,-12,-0.2,1.0
Cc1ccc(OC(=O)c2cccc3nc(C)oc23)cc1,-3,-13,-0.1,-0.3
Fc1cnc(Nc2ccc(-n3cnc(-c4cccnc4)n3)cc2)cc1-n1cnc(Nc2ccccc2)n1,-2,33,0.9,-0.5

SMILES,TEAD-YAP block,MITF primary,FBW7 activator,GPR151 activ
O=C(Nc1cccc(Cl)c1N1CCC(N2CCOCC2)CC1)c1ccc(Br)o1,-2,-11,-0.1,1.1
O=C(O)C1CCCN1S(=O)(=O)c1ccc2c(c1)OCCO2 (configuration not stated),4,10,-0.1,4.1
O=C1c2ccccc2C(Cc2ccncc2)(Cc2ccncc2)c2ccccc21,x,12,0.0,0.0
COCCNC(=O)CCSCc1ccccc1Cl,-5,1,-0.1,0.8
CCOC(=O)C(Cc1ccccc1)NC(=O)CCCC(=O)c1ccccc1 (configuration not stated),1,8,0.4,-0.2
CCOC(=O)c1nnn(-c2nonc2N)c1CN1CCN(C(c2ccccc2)c2ccccc2)CC1,5,0,0.0,-0.9
O=C1C(=O)N(c2nccs2)C(c2ccc(F)cc2)/C1=C(\O)c1ccc([N+](=O)[O-])cc1 (configuration not stated),8,5,0.1,-1.9
Cc1ccc(-c2csc(/C(C#N)=C/c3ccc(Cl)cc3)n2)c(C)c1,4,-2,-0.2,-0.6
Cc1[nH]c2ccccc2c1C(c1cccs1)N1CCOCC1 (configuration not stated),-8,2,-0.2,-1.6
CN(C)CCOC(c1ccccc1)c1ccccc1 (tested in a mixture with another compound),3,11&4,0.0&-0.2,-1.2&2.9
CCCCCCOc1ccc(C(=O)OCC(=O)c2ccccc2)cc1,9,-4,-0.1,-1.3
COc1ccc(OCC(=O)NCc2nc(-c3ccccc3)no2)cc1,-4,-3,-0.1,-1.9
Cn1c(SCC(=O)Nc2ccc(Cl)cc2)nnc1C1CC1,-6,-15,0.3,1.0
CO[C@H]1[C@H](NC(=O)CSC)c2ccccc2C12CCN(Cc1cccc(F)c1)CC2,3,7,-0.3,0.5
Cc1cc(NCc2cccc(C(F)(F)F)c2)nc(N2CCN(c3ccccn3)CC2)n1,1,-3,0.0,4.3

SMILES,TEAD-YAP block,MITF primary,FBW7 activator,GPR151 activ
COc1cccc2c1oc(=O)c1c(N)nc3c(c12)CCCC3,14,-2,-0.1,0.3
COc1ccc(Br)cc1/C=N/Nc1ccccn1,-2,14,0.0,-0.2
CC(C)C(=O)NC(n1cncn1)C(Cl)(Cl)Cl (configuration not stated),-5,6,0.1,-0.8
Cc1ccccc1Oc1cc(NC(=O)c2cc3nc(-c4cccs4)cc(C(F)(F)F)n3n2)cc(Oc2ccccc2C)c1,2,6,0.4,0.5
CCOCCCNC(=O)C(=O)Nc1ccc2c(c1)OCO2,-44,2,0.2,-0.4
CN1CCN(CCC(=O)N2c3ccccc3Sc3ccc(Cl)cc32)CC1,2,-2,-0.3,-0.1
CC(=O)N1c2ccccc2CCc2ccc([N+](=O)[O-])cc21,-2,-8,-0.2,0.7
COc1cccc(NC(=O)CSc2nc3c(sc(=S)n3-c3ccccc3)c(=O)[nH]2)c1,-1,-5,-0.1,0.7
CC1CCCCC1NS(=O)(=O)c1ccc2c(c1)CCN2C(=O)C1CCC1 (configuration not stated),-7,4,0.4,2.3
COC(=O)c1c(NC(=O)c2sc3ccccc3c2Cl)sc(C)c1C,-3,-2,-0.1,-0.5
COCCCN1C(=O)CC(CC(=O)NC2Cc3ccccc3C2)(c2ccccc2)C1=O (configuration not stated),-47,-9,-0.1,0.0
Cn1c(=O)n(CC(N)=O)c(=O)c2c1nc1n2CCCN1c1ccccc1,6,-4,0.0,1.2
CCOc1ccc(-n2c(=O)c3c4c(sc3n(CC(N)=O)c2=O)CCC4)cc1,-3,-19,0.3,2.0
CCOC(=O)C1=C(C)N=c2s/c(=C\c3ccc(O)cc3)c(=O)n2C1c1ccc(OCC)c(OCC)c1 (configuration not stated),-20,14,0.3,-1.1
O=C(COc1ccc(S(=O)(=O)N2CCc3ccccc32)cc1Cl)NCc1ccco1,12,-2,0.0,3.6

Some of the entries above in a different format:
COc1cccc2c1oc(=O)c1c(N)nc3c(c12)CCCC3
  TEAD-YAP block = 14 | MITF primary = -2 | FBW7 activator = -0.1 | GPR151 activ = 0.3
COc1ccc(Br)cc1/C=N/Nc1ccccn1
  TEAD-YAP block = -2 | MITF primary = 14 | FBW7 activator = 0.0 | GPR151 activ = -0.2
CC(C)C(=O)NC(n1cncn1)C(Cl)(Cl)Cl (configuration not stated)
  TEAD-YAP block = -5 | MITF primary = 6 | FBW7 activator = 0.1 | GPR151 activ = -0.8
Cc1ccccc1Oc1cc(NC(=O)c2cc3nc(-c4cccs4)cc(C(F)(F)F)n3n2)cc(Oc2ccccc2C)c1
  TEAD-YAP block = 2 | MITF primary = 6 | FBW7 activator = 0.4 | GPR151 activ = 0.5

Entries of single compounds, looked up by structure:
CCOc1ccc(-n2c(=O)c3c4c(sc3n(CC(N)=O)c2=O)CCC4)cc1 reads TEAD-YAP block = -3; MITF primary = -19; FBW7 activator = 0.3; GPR151 activ = 2.0
CCOCCCNC(=O)C(=O)Nc1ccc2c(c1)OCO2 reads TEAD-YAP block = -44; MITF primary = 2; FBW7 activator = 0.2; GPR151 activ = -0.4

Next part
SMILES,TEAD-YAP block,MITF primary,FBW7 activator,GPR151 activ
CC(C)(C)CC(C)(C)N=C1NS(=O)(=O)c2ccccc21,0,6,-0.3,1.0
Cc1no[n+]([O-])c1COc1cccc(/C=C2\N=C(c3ccccc3)OC2=O)c1,2,15,0.3,-0.9
CCOC(=O)C1=C(C)Nc2ccccc2N=C1N,-8,7,0.3,-1.1
CSc1ncccc1C(=O)NCC1Cc2cc(-c3cnccn3)cc(Cl)c2O1 (configuration not stated),0,4,0.0,-0.4
COC(=O)c1c(C)oc2ccc(NS(=O)(=O)c3ccc(OC)cc3)cc12,72*,-22,-0.1,-0.4
CN(Cc1ccccc1)S(=O)(=O)c1ccc(C(=O)Nc2ccccc2C#N)cc1,8,13,0.4,-1.1
CC(C)n1c(=S)[nH]c2ccccc2c1=O,-15,-4,0.0,-1.7
CCOC(=O)CN1C(c2ccccc2F)Nc2ccc(Br)cc2C1c1ccccc1 (configuration not stated),5,0,0.2,-1.7
O=C(NCc1ccco1)/C(=C/c1ccc([N+](=O)[O-])cc1)NC(=O)c1ccco1,4,6,-0.1,0.8
CC(Nc1ccc(C(N)=O)cc1[N+](=O)[O-])c1ccccc1 (configuration not stated),-9,7,-0.1,-0.2
Cc1cc(C(=O)COC(=O)/C=C/c2ccccc2[N+](=O)[O-])c(C)n1CC1CCCO1 (configuration not stated),-11,10,0.6,0.3
CCOC(=O)c1c(NC(=O)CSc2nnc(CNC(=O)c3cccs3)n2-c2ccc([N+](=O)[O-])cc2)sc2c1CCCC2,-8,-6,0.1,-0.2
O=C(CC1CCCC1)OCC(=O)N1CCC(Cc2ccccc2)CC1,12,9,0.2,1.0
O=S(=O)(NCC1CCCO1)c1ccc(-c2ccc(Cl)cc2)cc1 (configuration not stated),-1,19,0.1,7.4*
Cc1ccc(S(=O)(=O)NC(=O)Nc2ncc(Cl)cc2C(F)(F)F)cc1,1,3,-0.1,-2.6

SMILES,TEAD-YAP block,MITF primary,FBW7 activator,GPR151 activ
Cc1ccc(C(C)C)c(Oc2ccc(N3C(=O)c4ccc(C(=O)OCC(=O)c5cccc([N+](=O)[O-])c5)cc4C3=O)cc2)c1,-24,4,0.1,-1.1
CC(C)(C)C(=O)N1CCN(CCN2C(=O)c3cccc4cccc(c34)C2=O)CC1,-4,13,-0.1,-1.0
NCCNCCOCCOc1ccccc1Br,-2,31,-0.1,0.8
O=c1[nH]cnc2nc(-c3ccco3)c(-c3ccco3)nc12,0,87*,-1.1,0.2
CCOC(=O)c1oc2ccccc2c1CSc1ccccn1,-5,-5,-0.1,0.7
CCCNC(=O)c1cc(Cl)nc2ccccc12,8,5,0.1,0.9
FC(F)(F)c1cccc(CNc2cc(-c3csc4ccccc34)ncn2)c1,-3,62*,0.3,3.3
O=C(CCNS(=O)(=O)c1cccs1)NCc1ccc(Cl)cc1,12,18,0.1,0.0
CC(=O)c1cc2c(N)c(C(=O)Nc3cccc([N+](=O)[O-])c3)sc2nc1C,-51,0,0.1,0.2
Cc1cc2nc(-c3cc(NC(=O)c4cccc(Cl)c4)ccc3O)oc2cc1C,4,20,0.8,0.1
COc1ccc(NC(=O)c2ccccc2C(=O)c2ccc(Cl)c([N+](=O)[O-])c2)cc1,11,-5,-0.2,4.8
COc1cc(Nc2cc(C)nc(-c3cccc(N)c3)n2)cc(OC)c1OC,-4,19,0.0,1.2
CCN1/C(=C/C(C)=C/c2oc3ccc(-c4ccccc4)cc3[n+]2CC)Oc2ccc(-c3ccccc3)cc21,6,3,0.2,0.1
C=CCNCCOCCOc1ccccc1CC=C,4,31,-0.2,-1.2
CN1C(=O)[C@H]2CN(C(=O)Oc3ccc(F)cc3)CCN2C(=O)[C@@H]1Cc1ccccc1,-2,-2,-0.1,0.3

SMILES,TEAD-YAP block,MITF primary,FBW7 activator,GPR151 activ
COc1ccc(CNC(=O)Cn2c(=O)oc3ccccc32)cc1,4,5,0.3,0.6
O=C1c2ccccc2C(=O)N1CN(C(=O)c1ccccc1[N+](=O)[O-])c1ccc(F)cc1,8,8,1.1,3.9
O=S(=O)(c1cccc(Br)c1)N1CCN(CC(O)CCl)CC1 (configuration not stated),-9,17,0.4,-1.2
CCCN1C(=O)/C(=C/N(C(C)=O)c2ccccc2)SC1=S,-7,1,-0.1,1.2
CCSc1nnc(COc2ccc(Cl)cc2)n1C,-23,-8,-0.2,2.0
Nc1c(C(=O)NC2CCCCC2)sc(=S)n1CCc1ccccc1,0,-1,0.1,-1.2
COc1ccccc1N1CCN(Cc2nnc(-c3ccccc3C)o2)CC1,10,0,-0.2,-0.1
O=C(N/N=C(/c1ccccc1)C(F)(F)F)c1ccncc1,6,0,-0.1,-0.7
COCCOC(=O)C1=C(C)N(Cc2ccccc2)C(=O)NC1c1ccc(OCc2ccccc2)cc1 (configuration not stated),-9,-7,0.1,-1.1
